Screens (PubChem)
Akt phos inh: Akt phosphorylation inhibition | actives 0.32% (n = 360,000) | AID 651550 | Neuro2A IGF-stimulated pAkt S473 HTRF, 20 min; stronger effect = lower value | activity change, % for hits at 50 µM; in the data active means activity change below about -80%; inconclusive means mostly about -51% to -80%; further: on the % scale 0 is the no-effect control and ±100 the full control effect
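Neuro2A cells (4,500/well, DMEM with 0.5% FBS) were treated with compound at a single 50 µM final concentration, stimulated with 6 nM IGF for 20 min at 37 °C, and lysed. Phospho-Akt Ser473 was read by HTRF as 665/615 ratio ×10^4.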
CCT chaperon mod: modulators of cytosolic chaperonin (CCT/TRiC) activity. purified chaperonin ATPase assay, HTRF ADP detection, 30 min. actives 0.3% (n = 360,000). AID 651819. activity change, % (test concentration not listed), hits read low; in the data active means activity change below about -30%; further: on the % scale 0 is the no-effect control and ±100 the full control effect
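First, chaperonin was dispensed at 40 nM or 20 nM final depending on batch activity. Next, compounds were pinned at 76 uM and ATP added at 10 uM. After 30 min at 37 °C, ADP detection reagents ran 30 min at ambient temperature.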
A549 tox: A549 cytotoxicity, counter-screen for Nrf2 inhibitors; A549 ARE-Fluc cells, CellTiter-Fluor viability, 18-24 h; Potency, µM (highest dose often 46 µM), for the others: top-dose activity change, negative = cytotoxicity, hits mostly inhibitors; actives 0.16% (n = 390,000); further: potency means the concentration at half of the fitted maximal effect; on the % scale 0 is the no-effect control and ±100 the full control effect
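Cytotoxicity counterscreen: CellTiter-Fluor fluorescence was measured in A549 ARE_Fluc cells after 18-24 h of compound exposure in a concentration series. The subsequent BugLite luminescent read reports ARE-luciferase activity.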
Nrf2 inh: inhibitors of Nrf2 signaling; A549 ARE-Fluc reporter, luciferase luminescence, 18-24 h; Potency, µM (series often up to 46 µM), for inactives: at the top dose activity change, negative = inhibition, hits mostly inhibitors; actives 2.1% (n = 360,000); AID 504444; further: potency means the concentration at half of the fitted maximal effect; on the % scale 0 is the no-effect control and ±100 the full control effect; nearly all actives have a fitted effect of over 60% in size
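Reporter: ARE-Fluc in A549. Exposure: 18-24 h, 37 °C, 5% CO2, 5% FBS OPTI-MEM. Readouts: fluorescent cytotoxicity (CellTiter-Fluor), then luminescent Nrf2 signal after BugLite.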
Nrf2 ARE act: Nrf2 pathway activation. AREc32 ARE-luciferase reporter (MCF7-derived line), luminescence, 24 h. Potency, µM (series often up to 46.1 µM), inactives show at the highest dose activation, usual class: activators. actives 0.31% (n = 410,000); further: potency means the concentration at half of the fitted maximal effect; % of control where 0% means no effect; nearly all actives have a fitted effect of over 65% in size
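ARE-driven firefly luciferase activity in AREc32 cells measured after a 24 hr compound exposure at 37 deg C, using Steady-Glo reagent and a 30 min room-temperature hold.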
Mm-Cpn inhibitor: M. maripaludis TRiC chaperonin inhibition; AID 504842; purified Mm-Cpn ATPase, ADP Transcreener TR-FRET; Potency, µM (highest dose often 76.9 µM), for the others: at the top dose activity, negative = inhibition, actives largely listed as inhibitors; actives 0.031% (n = 330,000); further: potency means the concentration at half of the fitted maximal effect; on the % scale 0 is the no-effect control and ±100 the full control effect; nearly all actives have a fitted effect of over 80% in size
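Reaction buffer contained 30 mM Tris pH 7.4, 100 mM KCl, 5 mM MgCl2 and 1 mM DTT. Mm-CPN (25 nM final) hydrolysed 10 uM ATP over 30 min at 37°C; ADP was read by HTRF.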
TGFb SMAD3 inh: inhibitors of TGF-b signaling; HepG2 CAGA-GFP TGF-b/SMAD3 reporter, GFP fluorescence, 18 h; TGF-beta stimulated, 500 pg/mL final; actives 1.2% (n = 410,000); Potency, µM (series often up to 46.1 µM), inactives show at the top dose activity, negative = inhibition, hits mostly inhibitors; AID 588855; further: potency means the concentration at half of the fitted maximal effect; on the % scale 0 is the no-effect control and ±100 the full control effect; nearly all actives have a fitted effect of over 65% in size
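Per well, imaged GFP fluorescence of HEPG2 CAGA-GFP cells gives the signal; cells get compound, then TGF-beta (500 pg/mL final), 18 h at 37 degrees C; %Activity versus -TGF-beta and +DMSO controls.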
HepG2 tox: counter-screen for TGF-b inhibitors: cytotoxicity in HepG2 cells | HepG2 CAGA-GFP viability, ATP luminescence, 18 h | Potency, µM (series often up to 46.1 µM), inactives show at the highest dose activity change, negative = cytotoxicity, usual class: cytotoxic | actives 0.76% (n = 410,000) | AID 588856; further: potency means the concentration at half of the fitted maximal effect; some results filed as inactive show a strong effect at the top dose
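CellTiter-Glo luminescence gave cytotoxicity after 18 hours at 37 degrees C. The cells were HepG2 CAGA-GFP in 1% FBS DMEM, stimulated with 500 pg/mL TGF-beta after compound addition. %Activity was normalised to no-cell wells (complete cell-killing) and DMSO (no toxicity), and curves were fitted and classified.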
Abeta rescue: compounds reversing amyloid beta toxicity in yeast | actives 0.063% (n = 410,000) | yeast expressing A-beta42, growth rescue, OD600, 48 h; response scale: 0% DMSO, 100% iron-clioquinol control | AID 1347071 | Potency, µM (top dose mostly 46.1 µM), for inactives: top-dose growth rescue, usual class: activators; further: potency means the concentration at half of the fitted maximal effect; nearly all actives have a fitted effect of over 55% in size
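Growth rescue measured by 600 nm absorbance after 48 h yeast culture at 30 C with compound. Values normalized between DMSO and an equimolar ferric chloride plus clioquinol control.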
* marks the source's active call; other numbers are inactive results; i = inactive; ? = inconclusive; nt = no result given; & = joins results of further samples; [ ] = remark or other dose. Unless noted, the call rests on the fitted dose curve; in most records, active means well fitted curve in the direction sought with a large enough effect; inconclusive means small, poorly fitted or top-dose-only effect, or another doubt; inactive means no such curve, though single readings can be large; an effect the other way counts as inactive or inconclusive.

canonical_smiles	Akt phos inh	CCT chaperon mod	A549 tox	Nrf2 inh	Nrf2 ARE act	Mm-Cpn inhibitor	TGFb SMAD3 inh	HepG2 tox	Abeta rescue
C/C(=C1\SC(N2CCOCC2)=NC1=O)c1ccc(C)cc1	i	-1.3	-4.5%	-9.4%	-0.2%	-0.2%	6.0%	-14.3%	-6.8%
O=C(CN1C(=O)NC2(CCc3ccccc32)C1=O)NCc1ccc(Cl)cc1 (stereo not given)	i	-0.3	9.9%	7.8%	-0.1%	-1.7%	-15.6%	-44.9%	-0.9%
COc1ccccc1CNC(=O)COC(=O)Cc1ccc(Br)cc1	i	1.2	-2.2%	-17.9%	1.2%	-0.1%	0.6%	-6.5%	15.5%
CCCCNC(=O)CSc1nnc(C)c2c(C)n(-c3ccccc3)nc12	nt	nt	3.8%	?	25.2%	nt	?	-18.7%	-9.0%
C/C(=C\c1ccccc1)C(=O)Nc1ccc(S(=O)(=O)Nc2ncccn2)cc1	i	-2.5	-0.3%	?	-0.7%	-2.6%	-12.7%	1.9%	5.7%
CC(C)OC(=O)c1cc(-c2ccc(C=O)o2)ccc1Cl	i	-0.8	-1.2%	1.1%	4.7%	-3.4%	2.5%	-3.1%	-15.0%
CCn1nc(C)c2c(-c3ccccc3)cc(=O)n(C(C)C(=O)NCCC(C)C)c21 (stereo not given)	nt	nt	-13.1%	-9.9%	4.8%	nt	-1.4%	-18.3%	3.4%
O=C(CCN1CCc2ccccc2C(c2ccccc2)C1)c1ccc2c(c1)OCCO2 (stereo not given)	i	0.8	-0.7%	-20.9%	-2.5%	0.8%	?	-110.3%	-63.2%[inhibitor]
CC(C)CCN1C(=O)CC(NNC(=O)c2ccc(S(=O)(=O)N3CCCC3)cc2)C1=O (stereo not given)	i	-3.6	0.0%	-16.4%	0.1%	0.9%	-25.2%	-17.5%	0.7%
Cc1ccccc1Cc1c(C)nc2nc(SCC(=O)NC(C)c3ccccc3)nn2c1C (stereo not given)	nt	nt	2.4%	7.6%[9.27 µM]	0.8%	nt	-28.3%	-3.6%	-13.8%
Cc1ccc(C(=O)C(OC(=O)c2c(C)cc(=O)oc2C)c2ccccc2)cc1 (stereo not given)	i	0.0	7.0%	-6.9%	5.6%	-1.2%	?	-8.8%	-9.1%
CN(Cc1ccccc1)C(=O)c1ccc(NC(=O)Cc2ccc(NC(=O)C3CCCN(C(=O)CCc4ccccc4)C3)cc2)cc1 (stereo not given)	i	-1.0	-10.9%	2.59µM*	1.2%	nt	-39.6%	-24.8%	2.5%
c1ccc2c(c1)CCN(c1nc(CN3CCOCC3)nc3sc4c(c13)CCCC4)C2	i	-0.2	3.6%	-28.2%	-0.5%	-1.0%	?	-20.2%	17.1%
CCCN(CCC)CCCNC(=O)Cn1ncc2c3ccccc3n(Cc3ccccc3F)c2c1=O	nt	nt	-10.8%	?	0.5%	nt	-16.2%	-22.5%	-1.8%
O=C(/C=C/c1cccc([N+](=O)[O-])c1)NCCN1C(=O)S/C(=C\c2cccnc2)C1=O	i	-0.2	0.6%	12.2%	27.5%	-0.7%	-20.4%	-23.3%	3.2%
CC1(c2nnnn2Cc2ccccc2)CCC(=O)N1CCCN1CCOCC1 (stereo not given)	i	0.1	nt	nt	-0.1%	nt	nt	nt	-8.0%
CCC(Oc1ccccc1)C(=O)Nc1ccc2oc(-c3ccc(OC)cc3)nc2c1 (stereo not given)	nt	nt	-1.0%	13.3%	2.5%	nt	-3.7%	-1.2%	-13.5%
COc1ccc(CNC(=O)c2ccc(CS(=O)(=O)c3ccc(Br)cc3)o2)cc1	i	-2.4	-0.6%&5.2%	?	0.5%&2.3%	-0.8%	-9.5%&-19.1%	-11.1%&-5.7%	-3.5%&8.8%
CCc1c(C)nc(SCC(=O)N2CCCCC2CC)[nH]c1=O (stereo not given)	i	-4.6	-2.8%	7.3%	9.9%	0.2%	8.8%	-9.5%	9.3%
CCc1[nH]nc2c1C1(CCOC1C)C(C#N)=C(N)O2 (stereo not given)	i	-1.9	-0.5%	-37.5%	0.2%	-0.2%	-2.5%	-17.3%	-4.4%
CCOc1ccc(OCC)c(NC(=O)C2CCCN(C(=O)c3ccc(Cl)cc3)C2)c1 (stereo not given)	i	-1.2	-0.5%	-14.6%	0.6%	0.5%	-10.7%	-4.3%	-4.2%
Cc1ccc(NC(=O)CCc2nnc3ccc(N4CCOCC4)nn23)cc1C	i	-1.0	-4.8%	-15.2%	-0.3%	-0.5%	-2.0%	-1.3%	1.0%
Cc1cccc(N(C)c2ncnc3onc(-c4ccc(F)cc4)c23)c1C	i	-0.2	-14.6%	-9.9%	-1.1%	-0.9%	-23.0%	-1.7%	-4.3%
CCN(C(=O)CCS(=O)(=O)c1cccc2nonc12)c1ccc(F)cc1	i	-1.8	-1.8%	0.7%	0.1%	-1.3%	-19.1%	-1.8%	5.4%
Cc1cc(N2CCCC2)ccc1/C=N/n1cnnc1	nt	-1.6	-18.0%	-9.2%	0.5%	-1.4%	-1.6%	-10.2%	4.8%

(continued)
canonical_smiles	Akt phos inh	CCT chaperon mod	A549 tox	Nrf2 inh	Nrf2 ARE act	Mm-Cpn inhibitor	TGFb SMAD3 inh	HepG2 tox	Abeta rescue
CC(C)n1c(Sc2nccn2C)nc2c1c(=O)n(C)c(=O)n2C	i	-1.0	-0.9%	5.6%	0.0%	-2.5%	13.8%	5.4%	6.3%
COc1ccc(C)cc1NC(=O)CC(O)(C(F)(F)F)C(F)(F)F	nt	0.3	-19.1%	6.4%	-0.4%	-0.5%	2.0%	11.8%	-1.0%
CC1CCN(CC(=O)N2CC(=O)Nc3ccccc32)CC1	i	0.5	-5.0%	1.7%	0.0%	2.7%	0.0%	8.6%	-0.7%
CC(C(N)=O)N1C(=O)NC2(CCCc3ccccc32)C1=O (stereo not given)	i	-1.8	0.8%	9.2%	-2.2%	1.4%	-11.7%	-21.8%	8.1%
CCCc1nc(SCc2ccc(Cl)cc2Cl)n[nH]1	nt	-3.6	0.8%	5.9%	0.3%	0.6%	-4.4%	-39.2%	?
COc1cc(C(CC(=O)NCc2ccccc2Cl)N2Cc3ccccc3C2=O)cc(OC)c1OC (stereo not given)	nt	nt	6.9%	1.2%	-0.2%	nt	4.0%	2.0%	-10.2%
COc1ccc(CCNc2nc(=O)[nH]nc2C)cc1OC	i	-1.7	2.0%	10.6%	0.2%	-0.6%	-0.6%	4.9%	3.0%
CCC(Sc1nc2sc(C(=O)OC)c(C)c2c(=O)n1N)C(=O)N(CC)CC (stereo not given)	i	0.8	1.5%	-13.3%	-0.3%	-13.9%	-23.7%	-1.0%	-8.3%
COc1ccc([N+](=O)[O-])cc1NC(=O)COC(=O)c1ccccc1O	i	-1.3	4.7%	5.2%	2.0%	0.2%	-0.6%	-3.2%	-14.4%
CCOC(=O)c1c(NC(=O)Cc2cccs2)sc(C(=O)N2CCCCC2)c1C	i	1.6	-6.6%	-16.9%	-0.3%	-0.8%	-17.9%	1.1%	-13.6%
O=C(Nc1ccc(F)cc1)c1nc[nH]c1C(=O)Nc1ccccc1[N+](=O)[O-]	i	-1.4	-6.0%	21.5%	3.0%	0.8%	9.0%	10.1%	10.3%
O=c1oc(Nc2ccccc2F)nc2ccccc12	i	2.0	0.7%	?	2.3%	-1.6%	-1.1%	-2.0%	-16.3%
NC(=O)c1ncn([C@@H]2O[C@H](CNCc3cccc(OC4CCCC4)c3)[C@@H](O)[C@H]2O)n1	i	-1.8	-8.9%	5.5%	-0.4%	nt	-21.2%	4.1%	7.3%
O=C(O)c1cc(CN2CCOCC2)oc1-c1ccccc1	i	-2.8	-3.6%	13.1%	0.3%	0.2%	-3.1%	1.9%	19.3%
COC(=O)c1cc2sc(Cl)cc2n1CC(=O)NCCC(C)C	i	-0.4	-2.5%	11.7%	-0.1%	-3.4%	-1.3%	3.0%	7.2%
Cc1ccc(C)c(NC(=O)C(CC(=O)O)Cc2ccccc2)c1 (stereo not given)	i	-3.1	16.3%	-5.3%	-0.7%	1.1%	-9.8%	-8.6%	15.8%
Cc1cc(-c2ccco2)c(C#N)c2nc3ccccc3n12	i	-0.4	3.2%	-3.9%	?	-3.5%	6.5%	9.4%	10.4%
O=C(CSc1nc2[nH]ncc2c(=O)n1-c1ccccc1)NCCc1ccccc1	i	-0.7	4.6%	23.4%	3.6%	2.2%	11.2%	-0.1%	-0.5%
Cc1ccc(C(=O)NNC(=O)c2ccccc2O)cc1S(=O)(=O)N1CCCCC1	i	0.2	0.7%	-13.5%	-0.7%	0.8%	-13.4%	0.0%	-12.5%
O=C(NC1CCCC1)c1cc(-c2ccccc2Cl)on1	i	0.2	3.7%	?	?	0.1%	30.2%[activator]	-6.1%	2.3%

Random excerpt: 2 records from the list, in no set order.
canonical_smiles	Akt phos inh	CCT chaperon mod	A549 tox	Nrf2 inh	Nrf2 ARE act	Mm-Cpn inhibitor	TGFb SMAD3 inh	HepG2 tox	Abeta rescue
COc1ccc(C)cc1NC(=O)CC(O)(C(F)(F)F)C(F)(F)F	nt	0.3	-19.1%	6.4%	-0.4%	-0.5%	2.0%	11.8%	-1.0%
Cc1ccc(C(=O)NNC(=O)c2ccccc2O)cc1S(=O)(=O)N1CCCCC1	i	0.2	0.7%	-13.5%	-0.7%	0.8%	-13.4%	0.0%	-12.5%
